Screening results from PubChem.
LDHA block: LDHA (human) enzyme inhibition. P00338. purified LDHA, NADH/diaphorase-resazurin fluorescence; active compounds read low. activity change, % (values are at about 110 or 230 µM). 480,000 tested, 0.15% active. AID 1347041; in the data active means activity change below about -30%; inconclusive means mostly about -25% to -30%;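 further: plate controls were DMSO wells for no effect and wells without enzyme for full effect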
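LDH5 2 nM; NADH 0.06 mM, pyruvate 0.2 mM; 200 mM Tris pH 7.4, EDTA, Tween-20; 5 min RT. Detection: diaphorase 0.133 mg/mL + resazurin 37 µM, fluorescence ex540/em590 at 0 and 20 min; normalized to enzyme-free and DMSO wells.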
APE1 inh: blocks human APE1 abasic DNA cleavage | P27695 | recombinant APE1, TAMRA/BHQ-2 abasic DNA cleavage fluorescence | Potency, µM (series often up to 65.8 µM), for inactives: at the highest dose activity change, negative = inhibition, hits mostly inhibitors | 350,000 tested, 0.35% active;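 further: potency means the concentration at half of the fitted maximal effect; plate controls were vehicle for no effect and reference inhibitor for full effect; nearly all actives have a fitted effect of over 55% in size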
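Substrate: short duplex with […] THF abasic site, 5'-TAMRA and 3'-BHQ-2, 50 nM final. APE1 at 0.75 nM, preincubated 15 min RT with compound. Fluorescence increase from first to third read measured activity.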
POLK inh: DNA polymerase kappa (human) inhibition; Q9UBT6; purified Pol kappa, fluorescent DNA synthesis assay, 10 min; Potency, µM (top dose mostly 107 µM), inactives show top-dose activity, negative = inhibition, hits mostly inhibitors; 400,000 tested, 0.53% active; further: potency means the concentration at half of the fitted maximal effect; on the % scale 0 is the no-effect control and ±100 the full control effect
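Readout: fluorescence, taken kinetically at 0 and 10 min. Conditions: 10 nM Pol kappa, 15 min RT compound preincubation, 50 nM substrate final. Controls: enzyme-free buffer wells.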
RGS4 inhibitor: inhibitors of human regulator of G protein signaling 4. P49798. Transcreener GDP fluorescence polarization, RGS4-accelerated GTP hydrolysis. Potency, µM (titrated, usually from 114 µM), for inactives: at the top dose activity change, negative = inhibition, usual class: inhibitors. 390,000 tested, 0.039% active. AID 504845; further: potency means the concentration at half of the fitted maximal effect; on the % scale 0 is the no-effect control and ±100 the full control effect; nearly all actives have a fitted effect of over 75% in size; some results filed as inactive show a strong effect at the top dose
Target sequence (P49798 whole entry, looked up): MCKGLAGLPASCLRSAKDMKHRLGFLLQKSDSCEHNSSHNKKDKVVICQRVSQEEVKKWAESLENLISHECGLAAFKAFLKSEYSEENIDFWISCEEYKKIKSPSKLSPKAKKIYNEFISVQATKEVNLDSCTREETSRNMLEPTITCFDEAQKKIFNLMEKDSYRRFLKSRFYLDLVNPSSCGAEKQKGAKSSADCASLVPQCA
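MLSMR compounds (23 nl, pin-transferred) preincubated 10 min at room temperature with a 500nM (2x) first reagent, then RGS4 at 900nM (2x) plus Transcreener GDP mix added; fluorescence polarization (620/688 nm) read before and after 90 min at 30 °C.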
POLB inh: blocks human DNA polymerase beta activity; P06746; Pol beta primer extension/strand displacement, fluorescence kinetic; Potency, µM (titrated, usually from 114 µM), without a hit: at the highest dose activity change, negative = inhibition, most hits filed as inhibitors; 340,000 tested, 1.3% active; AID 485314; further: potency means the concentration at half of the fitted maximal effect; on the % scale 0 is the no-effect control and ±100 the full control effect
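Values derive from four-parameter Hill fits of normalized kinetic data: reads at 0 and 10 min following addition of 50 nM substrate to 10 nM Pol beta preincubated 15 min with compound.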
ALOX12 inh: ALOX12 (human) lipoxygenase inhibition. 580,000 tested, 1.1% active. P18054. purified 12hLO, xylenol orange hydroperoxide absorbance. Potency, µM (top dose mostly 108 µM), inactives show top-dose activity change, negative = inhibition, most hits filed as inhibitors; further: potency means the concentration at half of the fitted maximal effect; on the % scale 0 is the no-effect control and ±100 the full control effect
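Purified human 12hLO (150 nM final) in 25 mM Hepes, 0.01% Triton X-100, pH 7.0 was preincubated 15 min at room temperature with compound. Then 40 uM arachidonic acid was added, 30 min. Hydroperoxide was read by Fe-XO absorbance ratio 573/405 nm.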
ERG-DNA inh: ERG Ets/DNA interaction inhibition; P11308; fluorescence polarization, His-ERG Ets domain / labelled DNA; Potency, µM (top dose mostly 76.9 µM), without a hit: at the highest dose FP activity, negative = inhibition, actives largely listed as inhibitors; 370,000 tested, 0.028% active; AID 624246; active means well fitted inhibition curve with a large enough effect in the polarisation, with a control signal flat; inconclusive means small, poorly fitted or top-dose-only effect, or effect the other way, or a change in a side signal; inactive means no such curve, though single readings can be large or run the other way; the % refers to the polarisation;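 further: polarization taken with two DNA probes labelled with fluorescein and Texas red; potency means the concentration at half of the fitted maximal effect; % of control where 0% means no effect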
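His-tagged ERG Ets domain (1 uM in the protein solution; 300mM KCl, 50mM Tris-HCl, 1mM EDTA, 1mM DTT, pH 7.5) received compound, then a probe mix of 5 nM fluorescein-DNA and 100nM Texas-615-DNA. Fluorescence polarization was read for both dyes.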
Pol eta inh: DNA polymerase eta (human) inhibition; 390,000 tested, 1.2% active; Q9Y253; Potency, µM (doses to about 114 µM), inactives show top-dose activity change, negative = inhibition, actives largely listed as inhibitors; recombinant Pol eta, fluorescent DNA replication assay; AID 588591; further: potency means the concentration at half of the fitted maximal effect; on the % scale 0 is the no-effect control and ±100 the full control effect
Target sequence (Q9Y253 whole entry, looked up): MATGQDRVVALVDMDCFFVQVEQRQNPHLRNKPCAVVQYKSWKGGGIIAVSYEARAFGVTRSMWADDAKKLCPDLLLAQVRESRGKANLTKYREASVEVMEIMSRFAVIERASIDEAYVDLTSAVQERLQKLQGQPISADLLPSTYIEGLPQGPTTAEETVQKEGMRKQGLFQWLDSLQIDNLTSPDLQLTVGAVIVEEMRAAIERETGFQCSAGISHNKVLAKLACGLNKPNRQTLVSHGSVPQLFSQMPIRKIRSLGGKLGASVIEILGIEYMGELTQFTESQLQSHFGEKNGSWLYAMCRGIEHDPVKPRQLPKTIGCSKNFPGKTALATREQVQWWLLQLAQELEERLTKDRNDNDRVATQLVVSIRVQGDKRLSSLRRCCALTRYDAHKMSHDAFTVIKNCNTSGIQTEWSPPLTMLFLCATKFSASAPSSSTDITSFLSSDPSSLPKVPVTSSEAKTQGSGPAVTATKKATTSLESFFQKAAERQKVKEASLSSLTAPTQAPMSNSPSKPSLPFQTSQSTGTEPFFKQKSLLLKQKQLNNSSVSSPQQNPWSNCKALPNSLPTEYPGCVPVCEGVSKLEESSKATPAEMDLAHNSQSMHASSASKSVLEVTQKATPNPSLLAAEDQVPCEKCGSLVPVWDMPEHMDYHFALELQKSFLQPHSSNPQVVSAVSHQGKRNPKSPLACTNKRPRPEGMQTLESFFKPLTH
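Pol eta (10 nM) was preincubated with compounds for 15 min at room temperature, after which fluorescent replication substrate (50 nM final) was added to start the reaction. Fluorescence was read kinetically at 0 and 10 min.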
Anesthetic bind: binds horse apoferritin like a general anesthetic; apoferritin/1-aminoanthracene competitive binding, fluorescence; AID 485281; 350,000 tested, 0.074% active; P02791; Potency, µM (doses to about 77.5 µM), for inactives: top-dose activity change, negative = displacement, usual class: inhibitors; further: potency means the concentration at half of the fitted maximal effect; on the % scale 0 is the no-effect control and ±100 the full control effect; nearly all actives have a fitted effect of over 20% in size
Target sequence (P02791 2-175 limits assumed): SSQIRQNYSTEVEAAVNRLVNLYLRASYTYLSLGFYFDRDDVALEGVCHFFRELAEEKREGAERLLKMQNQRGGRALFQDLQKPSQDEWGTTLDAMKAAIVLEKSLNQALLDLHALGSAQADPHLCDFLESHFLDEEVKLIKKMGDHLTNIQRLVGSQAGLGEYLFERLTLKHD
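Steps: apoferritin (10 uM) was premixed with half-saturated 1-AMA in PBS, compounds were pin-transferred, plates stood 10 min at room temperature, fluorescence was read at 380/535 nm, and curves were fitted with a Hill equation.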
Numbers without * were called inactive; ? = inconclusive; . = not tested or not shown; [ ] = dose if it differs, or a comment. Unless noted, the call rests on the fitted dose curve; in most records, active means well fitted curve in the direction sought with a large enough effect; inconclusive means small, poorly fitted or top-dose-only effect, or another doubt; inactive means no such curve, though single readings can be large; an effect the other way counts as inactive or inconclusive. Only part of the results is shown. The share of hits here may be higher or lower than overall.

SMILES	LDHA block	APE1 inh	POLK inh	RGS4 inhibitor	POLB inh	ALOX12 inh	ERG-DNA inh	Pol eta inh	Anesthetic bind
Cc1ccnc(NS(=O)(=O)c2ccc(NC(=O)c3oc4ccccc4c3C)cc2)n1	-5	0%	-5%	-5%	-1%	?	7%	-14%	-20%
Cc1cccc(NC(=O)C(C)OC(=O)c2ccccc2NS(=O)(=O)c2cc(C)c(C)c([N+](=O)[O-])c2)c1 (centres undefined)	0	-3%	-3%	3%	27%	?	1%	-23%	-5%
O=C1C2C3CCC(O3)C2C(=O)N1c1cccc(O)c1 (centres undefined)	-1	47%[activator]	-1%	18%	2%	-4%	-5%	-11%	-20%
CCS(=O)(=O)N1CCC(C(=O)N2CCN(Cc3ccccc3)CC2)CC1	-9	7%	-2%	2%	47%	0%	-2%	15%	-2%
Cc1ccc(C)c(NC(=O)CN2C(=O)NC(CCc3ccccc3)C2=O)c1 (centres undefined)	-8	17%	-1%	11%	.	-5%	-1%	-24%	.
Oc1c(C=Nc2cccc3nsnc23)ccc2ccccc12	25	?	-9%	?	18%	0%	4%	-24%	?
O=C(N/C=N/OCc1ccc(Cl)cc1Cl)NOCc1c(Cl)cccc1Cl	-3	20%	4%	-10%	8%	?	-3%	1%	-7%
CCOC(=O)CSC1=C(C#N)C(c2ccccc2OCC)C(C#N)C(=O)N1 (centres undefined)	-24	-4%	-8%	-4%	2%	?	.	-12%	-12%
COc1ccc(NC(=O)CCc2nc3ccccc3c(=O)[nH]2)cc1S(=O)(=O)N1CCCCC1	-7	-9%	-7%	-2%	.	250%[activator]	10%	-1%	.
COc1ccc(CC(=O)OCC(=O)NC2CCCC(C)C2C)cc1 (centres undefined)	-7	8%	-5%	-2%	.	3%	3%	-5%	.
O=C(N1CCN(CCO)CC1)N1c2ccccc2C=Cc2ccccc21	6	-1%	-2%	7%[11.4 µM]	22%	0%	-2%	-11%	-8%
COc1ccccc1C1C2=C(CCCC2=O)N(CC(=O)O)C2=C1C(=O)CCC2	-6	5%	-21%	2%	9%	-4%	-6%	-16%	245%[activator]
Fc1ccc(/C=N/n2c(C3CCCCC3)n[nH]c2=S)cc1	-1	-11%	-19%	?	36%	?	-5%	-24%	?
COc1ccc(-c2noc(N3CCC(C(=O)Nc4ccc(F)cc4)CC3)n2)cc1	-2	-2%	0%	-9%	4%	10%	0%	-15%	-9%
COc1ccc2c(-c3ccccc3)cc3nnnn3c2c1	-5	-4%	-6%	12%	7%	-10%	.	2%	-11%
NC(=O)C(c1ccccn1)c1ncc(C(F)(F)F)cc1Cl (centres undefined)	-6	-2%	-17%	23%	-3%	?	-2%	0%	-5%
COc1ccccc1NS(=O)(=O)c1cn(C)cn1	0	50%[activator]	11%	6%	47%	0%	15%	-10%	0%
COc1ccc(C(=O)NCc2cccnc2)cc1S(=O)(=O)N1CCCc2ccccc21	-4	0%	-9%	14%	-22%	15%	4%	6%	-14%
O=C(C1Cc2ccccc2CN1S(=O)(=O)c1ccc(F)cc1)N1CCCCCC1 (centres undefined)	3	15%	-7%	-16%	11%	-12%	-4%	-6%	-15%
CCn1c(-c2ccc(S(=O)(=O)N3CCOCC3)cc2)csc1=Nc1ccc(C)c(Cl)c1	5	-3%	-6%	-9%	23%	-12%	-2%	-13%	-5%
Cc1ncc(CO)c2c1Oc1nc(-c3ccccc3)nc(SCC(=O)N3CCOCC3)c1C2	-3	17%	-10%	22%[11.4 µM]	4%	-23%	-17%	17%	-19%
OCc1ccc(N=Nc2ccccc2)cc1	0	.	15%	15%	.	-13%	-7%	-4%	.
COc1ccc(C(=O)Nc2ccc(O)cc2C(=O)O)cc1	-9	6%	-4%	11%	-23%	-3%	-1%	0%	-1%
CCOC(=O)c1cc(-c2cccnc2)nn1-c1ccccc1C	-2	10%	4%	-25%[11.4 µM]	7%	-7%	1%	19%	-7%
O=c1[nH]c2ccc(Br)cc2c(-c2ccccc2)c1CN1CCOCC1	-1	1%	-12%	-13%	8%	-5%[57.4 µM]	10%	-8%	?

Quoted at random: three records from the list.
SMILES	LDHA block	APE1 inh	POLK inh	RGS4 inhibitor	POLB inh	ALOX12 inh	ERG-DNA inh	Pol eta inh	Anesthetic bind
COc1ccc(C(=O)NCc2cccnc2)cc1S(=O)(=O)N1CCCc2ccccc21	-4	0%	-9%	14%	-22%	15%	4%	6%	-14%
CCS(=O)(=O)N1CCC(C(=O)N2CCN(Cc3ccccc3)CC2)CC1	-9	7%	-2%	2%	47%	0%	-2%	15%	-2%
CCOC(=O)CSC1=C(C#N)C(c2ccccc2OCC)C(C#N)C(=O)N1 (centres undefined)	-24	-4%	-8%	-4%	2%	?	.	-12%	-12%

The listing continues.
SMILES	LDHA block	APE1 inh	POLK inh	RGS4 inhibitor	POLB inh	ALOX12 inh	ERG-DNA inh	Pol eta inh	Anesthetic bind
O=C(NCCc1ccccc1)C1CCN(S(=O)(=O)c2cccc3nonc23)CC1	-4	-4%	-4%	-5%	16%	119%[activator]	3%	-6%	-9%
O=S(=O)(NCC1(N2CCOCC2)CCCCC1)c1ccccc1Cl	-1	-2%	-9%	19%	.	14%	-3%	0%	.
CCOC(=O)C(=CNc1cc(C)nn1-c1ccc(Cl)cc1)C(=O)OCC	-4	1%	-16%	-26%	6%	0%	0%	2%	-4%
Cc1[nH]c(=O)[nH]c(=O)c1Sc1ccccc1[N+](=O)[O-]	4	46%	4%	-33%	10%	-1%	2%	-12%	-6%
CCN1C(=O)C(O)(c2c[nH]c3ccccc23)c2cc(Br)ccc21 (centres undefined)	-4	.	0%	3%	-11%	0%	0%	-24%	?
O=C(COc1ccccc1)NCC(=O)NC1CCCCC1	-3	-2%	-22%	-36%	3%	-3%	3%	-15%	-15%
O=C(c1ccccc1NS(=O)(=O)c1ccc(F)cc1F)N1CCCCC1	-5	21%	-4%	13%	.	?	-3%	-21%	.
CCOC(=O)C1=C(CBr)NC(=O)NC1C (centres undefined)	-11	-5%	-3%	-44%	7%	-38%	1%	1%	-2%
Cc1ccc(/C=c2\sc3n(c2=O)CN(c2cccc(Br)c2)CN=3)o1	9	-2%	-7%	-53%	10%	0%	-2%	?	?
Cc1cc(C)c(C)c(S(=O)(=O)NCC(=O)NCC2CCCCC2)c1C	-4	-4%	-19%	10%	-2%	10%	1%	-12%	?
Cc1cc2oc(C(=O)Nc3sc4c(c3C(=O)NCC3CCCO3)CCC4)cc(=O)c2cc1C (centres undefined)	-3	.	-23%	6%	-16%	3%	-4%	0%	4%
S=c1nc[nH]c2c1ncn2-c1ccccc1	-1	.	5%	-1%	.	?	-2%	-22%	.
Cc1oc(S(=O)(=O)N2CCCCC2)cc1NC(=O)Nc1ccc(F)cc1	-2	-7%	-4%	32%	0%	-11%	3%	-19%	-8%
COc1ccccc1NC(=O)CSc1nc(-c2cccc(Cl)c2)nc2c1Cc1c(CO)cnc(C)c1O2	-6	.	-12%	30%	-3%	-8%	-4%	-5%	-3%
COc1ccccc1N1CCN(/N=C/c2ccc(Cl)c([N+](=O)[O-])c2)CC1	-8	2%	-8%	14%	12%	?	-2%	-18%	-12%
N#CC1=C(N)NC(=S)C(C(N)=O)C1c1ccccc1F (centres undefined)	17	-3%	-4%	?	10%	0%	9%	-8%	-4%
CC(/C=C/c1ccco1)=N\NC(=O)c1cc(Cl)ccc1O	5	-11%	79µM*	-38%	?	?	9%	22µM*	-20%
Cc1nc(C)c(Oc2cccc(C(F)(F)F)c2)c(=O)[nH]1	-8	4%	-7%	26%	-1%	486%[activator]	2%	0%	7%
COc1ccc(/C=N/NC(=S)N[C@H]2CC3CCC2C3)cc1 (some centres undefined)	-8	2%	1%	-3%	?	10µM*	-28%	-15%	5%
O=C(NCCc1ccc(Cl)cc1)c1ccc(Cn2c(=O)[nH]c3ccccc3c2=O)cc1	0	0%	-2%[60.1 µM]	-23%	?	-21%	-2%	?	4%
CN(C)c1ccc(/C=C/c2nc3ccccc3c(=O)n2-c2ccc(C(=O)O)cc2)cc1	4	24%	?	-36%	-1%	?	46%[activator]	25µM*	256%[activator]
O=C(CCNC(=O)c1ccco1)Nc1ccc(OC(F)(F)F)cc1	-6	27%	-10%	0%	8%	-21%	-2%	-11%	6%
COc1c2occc2cc2ccc(=O)oc12	-1	1%	-1%	-4%	-10%	0%	14%	-6%	-5%
Cc1ccc(NC2CCCCC2NS(=O)(=O)c2ccccc2)c(C)c1 (centres undefined)	-13	-7%	-14%	-8%	-6%	4%	3%	?	-9%
Cc1ccc(C2CC(c3ccc(Br)cc3)=NN2C(=O)CSC2=NN3CCCC(=O)N=C3S2)cc1 (centres undefined)	-1	11%	0%	-24%	-2%	-11%	-4%	-10%	3%
O=C(CSc1nnc(-c2ccccn2)o1)Nc1ccccc1C(F)(F)F	5	-2%	6%	-12%	-15%	21%	0%	-20%	-6%
COc1cccc(N2CCN(C(=O)c3ccc(-c4ccccc4)cc3)CC2)c1	-12	-12%	-17%	2%	47%	0%	0%	?	0%
O=C(Nc1ccc(Cl)cc1)c1ccc(OC2CSC2)cc1	-3	-4%	4%	-15%	-6%	-12%	-4%	-5%	4%
